A549 viability – counter-screen for Nrf2 inhibitors: cytotoxicity in A549 cells; A549 ARE-Fluc cells, CellTiter-Fluor viability, 18-24 h; Potency, µM (top dose mostly 46 µM), for the others: at the highest dose activity change, negative = cytotoxicity, hits mostly inhibitors; actives 0.16% (n = 390,000); AID 504648; also: potency is read from the fitted curve at half-maximal effect; % is scaled to controls: 0 for no effect and ±100 for the full control effect
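A549 ARE_Fluc cells in 5% FBS OPTI-MEM were exposed to compounds in concentration-response for 18-24 h at 37 deg C. Viability was read by CellTiter-Fluor fluorescence (Ex 405/Em 525) after 30 min, before the luciferase read.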
ATXN viability – viability counter-screen for ATXN expression inhibitors; Potency, µM (series often up to 56.7 µM), actives largely listed as cytotoxic; S2 cells (HEK-293 line with an ATXN2-luciferase reporter) viability, CellTiter-Fluor protease fluorescence, 24 h; actives 0.49% (n = 400,000); also: potency is read from the fitted curve at half-maximal effect; nearly all actives have a fitted effect of over 40% in size
TGFb SMAD3 inh – TGF-b pathway inhibition; actives 1.2% (n = 410,000); Potency, µM (series often up to 46.1 µM), for the others: at the highest dose activity, negative = inhibition, actives largely listed as inhibitors; AID 588855; HepG2 CAGA-GFP TGF-b/SMAD3 reporter, GFP fluorescence, 18 h; TGF-beta stimulated, 500 pg/mL final; also: potency is read from the fitted curve at half-maximal effect; % is scaled to controls: 0 for no effect and ±100 for the full control effect; nearly all actives have a fitted effect of over 65% in size
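TGF-beta reporter screen: HEPG2 CAGA-GFP, 1% FBS, 500 pg/mL TGF-beta final, 18 h; per-cell GFP summed per well; curves fitted and categorized by class.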
IL-2 act – activators of IL-2 | actives 0.065% (n = 360,000) | activation, % (series mostly up to about 46 µM) | AID 652025 | IL-2 activation reporter assay, cell-based qHTS; stimulated with anti-CD3/CD4/CD28 beads; in transgenic mouse T cells; in the data active = activation above about 50%; inconclusive = mostly about 30% to 49%; also: 0% is about no effect
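Using fluorescent plate cytometry, EGFP and DsRed are detected in transgenic mouse T cells stimulated 18 h at 37 degrees C with antibody-coated beads after 60 min compound pretreatment.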
Nrf2 block – blocks Nrf2 signaling | Potency, µM (series often up to 46 µM), inactives show top-dose activity change, negative = inhibition, most hits filed as inhibitors | AID 504444 | actives 2.1% (n = 360,000) | A549 ARE-Fluc reporter, luciferase luminescence, 18-24 h; also: potency is read from the fitted curve at half-maximal effect; % is scaled to controls: 0 for no effect and ±100 for the full control effect; nearly all actives have a fitted effect of over 60% in size
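In this cell-based qHTS, ARE-driven firefly luciferase in A549 cells reports Nrf2 activity; the luminescent signal after BugLite lysis is the measured value, with a prior CellTiter-Fluor read for cell health.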
EPAC2 agonist – activates human EPAC2 exchange factor. Q8WZA2. EPAC2 activation, biochemical qHTS; response scale: 100% = 6.5 mM cAMP response. Potency, µM (highest dose often 154 µM), for inactives: top-dose activation, most hits filed as activators. actives 0.079% (n = 360,000). AID 720711; also: potency is read from the fitted curve at half-maximal effect; nearly all actives have a fitted effect of over 50% in size
Target sequence (Q8WZA2 whole entry, looked up): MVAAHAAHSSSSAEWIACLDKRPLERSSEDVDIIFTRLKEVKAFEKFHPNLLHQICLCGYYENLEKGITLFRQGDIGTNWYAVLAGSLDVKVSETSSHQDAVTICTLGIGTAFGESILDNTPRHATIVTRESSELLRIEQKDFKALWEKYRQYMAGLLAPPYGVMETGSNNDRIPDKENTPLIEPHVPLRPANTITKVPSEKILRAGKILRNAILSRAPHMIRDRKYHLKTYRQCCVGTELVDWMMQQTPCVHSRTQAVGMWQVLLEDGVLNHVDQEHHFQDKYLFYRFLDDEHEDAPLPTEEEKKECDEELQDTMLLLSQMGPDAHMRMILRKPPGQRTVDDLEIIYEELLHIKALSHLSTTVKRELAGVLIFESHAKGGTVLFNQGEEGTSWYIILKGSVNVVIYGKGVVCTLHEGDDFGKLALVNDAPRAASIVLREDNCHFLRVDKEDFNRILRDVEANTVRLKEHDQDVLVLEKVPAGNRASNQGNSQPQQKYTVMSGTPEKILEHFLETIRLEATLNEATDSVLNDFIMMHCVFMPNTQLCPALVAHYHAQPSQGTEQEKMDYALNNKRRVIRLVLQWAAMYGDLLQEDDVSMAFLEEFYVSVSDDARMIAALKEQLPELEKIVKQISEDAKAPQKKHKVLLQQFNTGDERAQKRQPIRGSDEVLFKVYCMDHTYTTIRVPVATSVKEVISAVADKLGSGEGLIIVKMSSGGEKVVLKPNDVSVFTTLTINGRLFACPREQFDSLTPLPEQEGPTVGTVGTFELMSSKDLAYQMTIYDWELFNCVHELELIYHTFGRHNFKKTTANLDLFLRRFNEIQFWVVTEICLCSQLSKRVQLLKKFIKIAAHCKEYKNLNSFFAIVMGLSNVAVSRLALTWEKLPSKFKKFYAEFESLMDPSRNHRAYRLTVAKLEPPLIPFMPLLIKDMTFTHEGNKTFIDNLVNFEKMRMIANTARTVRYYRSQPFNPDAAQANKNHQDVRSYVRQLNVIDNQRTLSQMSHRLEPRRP
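Exchange assay: 100 nM EPAC2 with 250 nM Rap1B-BODIPY-GDP and 50 uM GDP. Fluorescence (ex 480/em 540 nm) read every 5 min for 30 min at room temperature. Data normalized to 6.5 mM cAMP as agonist control.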
HepG2 viability – kills HepG2 cells in TGF-b inhibitor counter-screen; AID 588856; actives 0.76% (n = 410,000); HepG2 CAGA-GFP viability, ATP luminescence, 18 h; Potency, µM (titrated, usually from 46.1 µM), inactives show at the top dose activity change, negative = cytotoxicity, actives largely listed as cytotoxic; also: potency is read from the fitted curve at half-maximal effect; some results filed as inactive show a strong effect at the top dose
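HepG2 CAGA-GFP cells (1000/well, DMEM with 1% FBS) received compound, then TGF-beta at 500 pg/mL final, and were incubated 18 hours at 37 degrees C. Viability was read by CellTiter-Glo luminescence. Media-only wells were set as complete cell-killing and DMSO as no toxicity.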
ATXN2 expr inh – reduces ATXN2 reporter expression in HEK-293 cells | HEK-293 ATXN2-luciferase reporter, luminescence, 24 h | Potency, µM (doses to about 57 µM), without a hit: at the top dose activity change, negative = inhibition, actives largely listed as inhibitors | actives 0.72% (n = 360,000) | AID 1745845; also: potency is read from the fitted curve at half-maximal effect; % is scaled to controls: 0 for no effect and ±100 for the full control effect; nearly all actives have a fitted effect of over 55% in size
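qHTS (up to 57 uM final) was run with 24 h compound exposure of reporter cells at 37 °C. Each well was multiplexed: SteadyGlo luminescence measured ATXN2-luciferase expression after a fluorogenic Gly-Phe-AFC viability readout (25 uM final).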
Nrf2 ARE act – activates Nrf2 signaling | actives 0.31% (n = 410,000) | Potency, µM (titrated, usually from 46.1 µM), for the others: at the highest dose activation, hits mostly activators | AREc32 ARE-luciferase reporter (MCF7-derived line), luminescence, 24 h; also: potency is read from the fitted curve at half-maximal effect; % of control where 0% means no effect; nearly all actives have a fitted effect of over 65% in size
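Nrf2 activation is followed as ARE-luciferase induction in the AREc32 line after one day of compound treatment; luminescence is read with Steady-Glo.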
Starred values were filed as active, the others as inactive; i = inactive; ? = inconclusive; . = not tested or not shown; [ ] = dose if it differs, or a comment. Unless noted, calls follow the shape of the dose curve; as a rule, active = well fitted curve in the direction sought with a large enough effect; inconclusive = small, poorly fitted or top-dose-only effect, or another doubt; inactive = no such curve, though single readings can be large; an effect the other way counts as inactive or inconclusive.

SMILES	A549 viability	ATXN viability	TGFb SMAD3 inh	IL-2 act	Nrf2 block	EPAC2 agonist	HepG2 viability	ATXN2 expr inh	Nrf2 ARE act
CC(C)c1nc(CNC(=O)c2ccc(OC3CCN(Cc4ccccn4)CC3)cc2)cs1	-2%	i	-14%	-3.0	?	6%	-17%	-24%	0.1%
O=C(NC(=S)Nn1cnnc1)c1cccc(Br)c1	1%	i	-1%	0.4	?	-4%	4%	6%	4.4%
CC(C)CNS(=O)(=O)c1cc(C(=O)N2CC(C)OC(C)C2)c(Cl)cc1Cl (configuration not stated)	-1%	i	1%	1.5	-5%	10%	-35%	-9%	0.0%
COc1cc2c(cc1OC)CN(CC(=O)Nc1ccc(C)cc1)CC2	5%	i	9%	-1.5	-20%	-4%	-9%	-7%	-0.1%
CCOC(=O)CSc1nc2cc3c(cc2c(=O)n1CCCCCC(=O)NCc1ccc(OC)cc1)OCO3	-2%	.	-30%	.	.	.	9%	.	0.3%
CCOc1ccc(C(=O)CSc2nnc(N)s2)cc1	1%	i	-8%	-2.1	20%	7%	-5%	26%	0.3%
COc1cccc(CN(CC(=O)NCC2CCCO2)C(=O)CCC(=O)Nc2cc(C)on2)c1 (configuration not stated)	-8%	i	4%	-2.1	-5%	10%	1%	-6%	-0.3%
O=C(CSc1cc(Cl)ccc1Cl)NC1CCCC1	3%	i	-2%	-0.1	?	9%	-3%	-10%	-0.2%
Cc1ccc(CCCOC(=O)C[N+]2(C)CCCC2)cc1	1%	i	11%	-1.7	12%	2%	0%	3%	0.0%
CSc1nc2sc3c(c2c(=O)n1C1CCCCC1)CCN(C)C3	-5%	i	2%	1.5	6%	2%	-25%	7%	-0.8%
Cc1oc(C(C)(C)C)cc1C(=O)Nc1ccc2c(c1)OCCO2	-7%	i	?	-2.8	2%	7%	-2%	49%[activator]	5.2%
O=c1c2ccccc2c2ccccc2c(=O)n1Cc1ccc2c(c1)OCO2	.	i	24%	0.4	.	0%	-13%	.	-1.3%
Cc1ccc(S(=O)(=O)C2(C(=O)O)CCCC2)cc1C	27%	i	-22%	-0.1	3%	5%	-1%	-4%	-0.5%
C[C@@H]1CCCCO[C@H](CN(C)C(=O)NC2CCCCC2)[C@@H](C)CN([C@H](C)CO)C(=O)c2cc(NC(=O)c3ccccc3)ccc2O1	.	?	1%	-2.0	.	8%	-31%	-20%	0.5%
Cc1nn(C)cc1-c1n[nH]c(=S)n1-c1ccc(F)cc1	1%	i	?	3.7	-1%	18%	-2%	3%	-0.9%
COc1ccc(Cc2nnc(SCc3c(C)noc3C)n2C2CCCCC2)cc1OC	20%	i	-1%	-2.2	9%	0%	-9%	7%	4.5%
Cc1ccc(S(=O)(=O)N2C[C@H]3[C@H]4C(=O)N(C5CCCCC5)C(=O)[C@H]4CC(=O)[C@H]3[C@@H]2c2ccccc2Cl)cc1	.	i	-27%	1.1	.	8%	-1%	9%	0.5%
Cc1sc2nc(CN3CCOCC3)nc(NS(=O)(=O)c3ccccc3)c2c1C	2%	i	33%	0.7	.	6%	9%	-20%	-0.9%
COC(=O)N/N=C\c1ccc(-c2cc(Cl)c(Cl)cc2Cl)o1	6%	?	7%	0.7	1%	-7%	-32%	?	1.0%
O=C(NCc1cccnc1)C(=O)Nc1nc2ccccc2s1	-4%	i	-9%	-0.4	?	6%	3%	.	4.5%
CCn1cc(C(=O)NCC2COc3ccccc3O2)c2cc(OC)c(OC)cc2c1=O (configuration not stated)	0%	?	22%	-3.1	1%	1%	-4%	?	-0.1%
COc1ccc(CNCCCNCc2ccc(OC)c(OC)c2)cc1OC	?	i	13%	-0.2	12%	7%	-17%	-34%	3.2%
CCOC(=O)c1c(C)[nH]c(C)c1S(=O)(=O)N1CCN(c2ccccc2OC)CC1	2%	.	-10%	.	17%	.	-22%	.	-0.4%
COc1ccc2ccccc2c1/C=N/n1cnnc1	24%	i	0%	-0.8	3%	0%	-1%	.	7.3%
COc1cccc(CN(C)CC(O)COC(c2ccccc2)c2ccccc2C)c1 (configuration not stated)	0%	?	?	-1.7	10%	16%	-81%	0%	3.9%
CC1C(=O)Nc2ccccc2N1C(=O)c1ccc(F)cc1F (configuration not stated)	2%	i	3%	-2.8	3%	-2%	3%	-19%	0.4%
COc1ccc(-c2cc(C(F)(F)F)nc(NCc3ccccc3)n2)cc1	15%	i	-27%	.	0%[9.27 µM]	.	-22%	-6%	0.3%
CCOC(=O)CNC(=O)CSc1nc2sc(C)c(C)c2c(=O)n1C	-9%	i	-1%	-0.9	7%	-3%	-11%	-10%	-0.3%
NC(=O)c1nsc(C(=O)N(Cc2ccccc2F)C(C(=O)NCC2CCCO2)c2ccc(F)cc2)c1N (configuration not stated)	-2%	i	-5%	-2.2	-5%	-18%	-2%	10%	0.2%
Nc1ccccc1C#CC(=O)c1ccccc1	2%	?	3.5µM*	-1.7	27%	9%	-84%	.	-3.5%
COc1ccc(OCC(=O)Nc2ccc3c(c2)n(C)c(=O)n3C)cc1	13%	i	-15%	-2.9	12%	13%	-34%	.	5.4%
CC(C)OCCCNc1nc2c(cnn2C)c(=O)[nH]1	4%	i	-18%	0.8	-22%	5%	5%	-4%	0.2%
CCOC(=O)c1[nH]c2cc(OC)c(OC)cc2c1NC(=O)c1ccc2c(c1)OCO2	-4%	i	-19%	2.6	?	7%	0%	-23%	2.5%
CCOC(=O)c1ccc(-c2c(C(=O)OCC)oc3cc(O)c(CC)cc3c2=O)o1	-6%	?	-23%	-3.7	3%	-13%	-4%	2%	-0.7%
O=C(/C=C/c1ccco1)Nc1sc2c(c1C(=O)O)CCC2	?	i	8%	-4.4	.	3%	-17%	34%[activator]	?
O=C(NCCNC(=O)c1ccccc1Br)c1cccnc1	11%	i	9%	1.3	26%	1%	0%	-9%	-0.4%
Cc1ccccc1NC(=O)c1ccc(C)c(S(=O)(=O)NCc2cccnc2)c1	9%	i	14%	-0.7	6%	1%	1%	-9%	-0.7%
O=C(Nc1nnc(-c2ccccc2F)s1)Nc1ccccc1F	9%	i	2%	-2.0	10%	3%	2%	18%	8.9µM*
Cc1cc(C)c2nc(SCC(=O)Nc3ccc(S(=O)(=O)N4CCCC4)cc3)c(C)cc2c1	-2%	.	-11%	-0.9	2%	4%	1%	.	-1.0%
COc1cc(NC(=O)c2ccccc2-c2ccccc2)cc(OC)c1	-3%	i	-1%	-1.6	-3%	11%	13%	-3%	-0.7%
CC(=O)NCCN1C(=O)C2C3c4ccccc4C(c4ccccc43)C2C1=O (configuration not stated)	13%	i	-12%	0.7	0%	4%	0%	0%	0.2%
O=C(OCC(=O)N1CCN(C(=O)c2ccco2)CC1)c1ccc(Cl)nc1	-4%	i	-1%	-0.2	-4%	-1%	4%	.	-0.4%
C[C@@H]1NC(=O)/C(=C\c2ccccc2Cl)NC1=O	1%	i	-1%	0.8	6%	15%	23%	1%	-0.2%
CCN(C(=O)COC(=O)c1nc(Cl)ccc1Cl)c1c(N)n(Cc2ccccc2)c(=O)[nH]c1=O	0%	i	-3%	2.7	7%	5%	-9%	.	15%
CCOC(=O)C1CCCN(Cc2cc(=O)oc3cc(C)ccc23)C1 (configuration not stated)	-12%	i	18%	-0.9	?	3%	-1%	32%	2.2%
Cc1cccc(C(=O)Nc2cc(=O)n(C)c(=O)n2C)c1	3%	i	2%	-2.1	11%	8%	-9%	-8%	3.0%
O=C(C1CCC(=O)N(C2CCCC2)C1)N1CCN(c2ccccc2Cl)CC1 (configuration not stated)	-5%	i	-2%	0.6	0%	2%	-8%	-7%	0.2%
CCCC(=O)N1CCN(c2nc3c(OC)ccc(C)c3s2)CC1	-4%	i	-26%	.	.	.	-15%	2%	-0.1%
Cc1cc(C(=O)Nc2cc(C(C)(C)C)on2)c(C)o1	4%	i	6%	-0.5	?	0%	-9%	.	6.5%
Cc1sc(C(C2C(=O)CC(C)(C)CC2=O)C2C(=O)CC(C)(C)CC2=O)cc1[N+](=O)[O-]	-3%	?	?	-0.8	-17%	3%	-46%	.	17%
O=C1CCC(C(=O)OCC(=O)Nc2ccc(SC(F)F)cc2)=NN1	.	i	0%	-0.5	.	0%	-39%	.	0.0%
O=C(NCc1nc2ccccc2[nH]1)C1=C[C@@H](c2ccc(Br)cc2)C[C@@H](OCc2ccc(CO)cc2)O1	-19%	?	13µM*	-0.7	?	13%	-57%	0%	6.0%
O=C(Nc1ccn(Cc2ccccc2)n1)c1cccc(F)c1	1%	i	-12%	-1.6	?	8%	-19%	3%	-0.7%
COc1cc2ccccc2cc1-c1nnc(COc2ccccc2)o1	-2%	i	3%	-2.4	7%	5%	-4%	0%	0.3%

Gathered by group: the entries above with a tert-butyl group (2)
SMILES	A549 viability	ATXN viability	TGFb SMAD3 inh	IL-2 act	Nrf2 block	EPAC2 agonist	HepG2 viability	ATXN2 expr inh	Nrf2 ARE act
Cc1oc(C(C)(C)C)cc1C(=O)Nc1ccc2c(c1)OCCO2	-7%	i	?	-2.8	2%	7%	-2%	49%[activator]	5.2%
Cc1cc(C(=O)Nc2cc(C(C)(C)C)on2)c(C)o1	4%	i	6%	-0.5	?	0%	-9%	.	6.5%

As entered above.
Cc1ccc(S(=O)(=O)N2C[C@H]3[C@H]4C(=O)N(C5CCCCC5)C(=O)[C@H]4CC(=O)[C@H]3[C@@H]2c2ccccc2Cl)cc1 | EPAC2 agonist: 8%
O=C(NCCNC(=O)c1ccccc1Br)c1cccnc1 | HepG2 viability: 0%
CCOC(=O)C1CCCN(Cc2cc(=O)oc3cc(C)ccc23)C1 (configuration not stated) | ATXN2 expr inh: 32%
O=C(NC(=S)Nn1cnnc1)c1cccc(Br)c1 | ATXN2 expr inh: 6%

Hits appear at their usual frequency; any-hit rate near 4.3%.
